D3 ag: activates the human D3 dopamine receptor | max activation, % | P35462 | D3R DiscoveRx beta-arrestin cells, luminescence, 90 min | AID 652048 | actives 0.58% (n = 410,000); in the data active means max activation above about 30%; further: 0% is about no effect; mostly tested at two doses, the higher about 12 µM
Target sequence (P35462 whole entry, looked up): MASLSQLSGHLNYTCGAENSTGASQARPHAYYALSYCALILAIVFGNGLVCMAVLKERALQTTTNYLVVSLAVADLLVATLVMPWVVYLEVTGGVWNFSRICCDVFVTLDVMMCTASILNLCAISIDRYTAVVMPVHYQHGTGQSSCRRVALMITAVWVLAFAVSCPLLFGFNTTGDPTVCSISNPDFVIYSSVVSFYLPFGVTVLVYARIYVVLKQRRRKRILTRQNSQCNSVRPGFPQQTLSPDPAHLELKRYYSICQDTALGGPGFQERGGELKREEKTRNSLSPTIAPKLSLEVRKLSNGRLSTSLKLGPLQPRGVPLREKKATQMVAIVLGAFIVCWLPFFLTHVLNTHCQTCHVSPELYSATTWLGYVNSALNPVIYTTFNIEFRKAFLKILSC
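Agonist mode: compounds and dopamine controls were applied to plated cells for 90 min at 37 degrees C after an overnight attachment at 1500 cells/well. Luminescent read-out followed 30 - 60 minutes at room temperature with DiscoveRx detection reagent.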
GLP-1R agonist: GLP-1 receptor (human) agonism; HEK293 GLP-1R CRE-luciferase, luminescence, 4-6 h; cells express a hypersensitive GLP-1R form; Potency, µM (series often up to 45.6 µM), for the others: at the top dose activation, usual class: activators; actives 0.007% (n = 380,000); AID 624172; further: potency means the concentration at half of the fitted maximal effect; % of control where 0% means no effect
TDP-43 yeast inh: rescues yeast growth from TDP-43 toxicity | TDP-43 expressing yeast growth rescue, BacTiter-Glo, 24 h | Potency, µM (doses to about 46.1 µM), inactives show top-dose growth rescue (activation), most hits filed as activators | actives 1.8% (n = 410,000); further: potency means the concentration at half of the fitted maximal effect; % of control where 0% means no effect; nearly all actives have a fitted effect of over 50% in size
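Yeast cells expressing TDP-43 under galactose induction are exposed to compounds for 24 hr at 30 deg C. BacTiter-Glo luminescence measures growth, so protective compounds score as activators.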
GLP1R cytotox: cytotoxicity in counter-screen for GLP-1R inverse agonists. HEK293 cAMP-luciferase reporter cells, luminescence, 24 h. actives 0.13% (n = 410,000). Potency, µM (series often up to 38.3 µM), for inactives: at the highest dose activity change, negative = inhibition, hits mostly inhibitors;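 further: loss of luciferase light is scored as toxicity; potency means the concentration at half of the fitted maximal effect; on the % scale 0 is the no-effect control and ±100 the full control effect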
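MLSMR compounds, 24 hr on cells at 37 deg C/5% CO2; luminescence after luciferase reagent (12 min RT). Inhibition counted as the undesired cytotoxic outcome.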
KB-V1 cytotox: KB-V1 MDR subline cytotoxicity. KB-V1 MDR cells viability, CellTiter-Glo, 72 h. Potency, µM (doses to about 46.1 µM), without a hit: at the top dose activity change, negative = cytotoxicity, actives largely listed as cytotoxic. actives 3.4% (n = 400,000). AID 1347076; further: potency means the concentration at half of the fitted maximal effect; on the % scale 0 is the no-effect control and ±100 the full control effect; nearly all actives have a fitted effect of over 60% in size
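Cytotoxicity via CellTiter-Glo luminescence after 72 h compound exposure at 37 degrees C. Cells: drug-selected KB-V1 line, DMEM phenol-red free plus 10% FBS. Compounds tested at multiple concentrations; normalized data fitted to concentration-effect curves.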
aSyn yeast inh: alpha-synuclein toxicity inhibition in yeast | Potency, µM (titrated, usually from 46.1 µM), for the others: at the highest dose growth rescue (activation), usual class: activators | actives 0.14% (n = 370,000) | AID 652106 | Yeast expressing alpha-synuclein, growth rescue, BacTiter-Glo, 24 h; further: potency means the concentration at half of the fitted maximal effect; % of control where 0% means no effect; nearly all actives have a fitted effect of over 65% in size
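Readout is rescue of growth in alpha-synuclein-expressing yeast, so inhibitors of toxicity appear as activators. Growth after 24 hr at 30 deg C in galactose medium is quantified by luminescence.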
GLP1R inv ag: GLP-1 receptor (human) inverse agonism | HEK293 GLP-1R CRE-luciferase, luminescence, 24 h; GLP-1R form is constitutively active | AID 624417 | Potency, µM (series often up to 38.3 µM), without a hit: top-dose activity change, negative = inhibition, usual class: inhibitors | P43220 | actives 1.6% (n = 410,000); further: potency means the concentration at half of the fitted maximal effect; on the % scale 0 is the no-effect control and ±100 the full control effect; nearly all actives have a fitted effect of over 55% in size
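Luminescence readout: a drop in cAMP-driven luciferase signal flags inverse agonism at a constitutively active GLP-1R stably expressed in HEK293. Compound exposure lasted 24 hr at 37 deg C, 5% CO2.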
D3 antag: blocks the human D3 dopamine receptor; P35462; D3R cells, DiscoveRx beta-arrestin luminescence, antagonist mode; active compounds read low; max response, negative = inhibition, %; actives 2.5% (n = 360,000); AID 652054; in the data active means max response below about -50%; inconclusive means no clear call, values can overlap the other calls; further: on the % scale 0 is the no-effect control and ±100 the full control effect; mostly tested at two doses, the higher about 12 µM
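Cells expressing the human receptor were seeded at 1500 cells/well, incubated overnight at 37 degrees C in 5% CO2, then exposed to library compounds with dopamine controls for 90 minutes at 37 degrees C before luminescent detection.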
PTHR1 ag: agonists of human PTHR1 parathyroid hormone receptor; Q03431; HEK293 GP2 PTHR1 cells, GloSensor cAMP luminescence, 1 h; Potency, µM (top dose mostly 115 µM), for inactives: at the highest dose activation, usual class: activators; actives 0.075% (n = 410,000); further: potency means the concentration at half of the fitted maximal effect; nearly all actives have a fitted effect of over 55% in size; some results filed as inactive show a strong effect at the top dose; inactives centre near -15; many of its hits are not listed in these tables
Target sequence (Q03431 whole entry, looked up): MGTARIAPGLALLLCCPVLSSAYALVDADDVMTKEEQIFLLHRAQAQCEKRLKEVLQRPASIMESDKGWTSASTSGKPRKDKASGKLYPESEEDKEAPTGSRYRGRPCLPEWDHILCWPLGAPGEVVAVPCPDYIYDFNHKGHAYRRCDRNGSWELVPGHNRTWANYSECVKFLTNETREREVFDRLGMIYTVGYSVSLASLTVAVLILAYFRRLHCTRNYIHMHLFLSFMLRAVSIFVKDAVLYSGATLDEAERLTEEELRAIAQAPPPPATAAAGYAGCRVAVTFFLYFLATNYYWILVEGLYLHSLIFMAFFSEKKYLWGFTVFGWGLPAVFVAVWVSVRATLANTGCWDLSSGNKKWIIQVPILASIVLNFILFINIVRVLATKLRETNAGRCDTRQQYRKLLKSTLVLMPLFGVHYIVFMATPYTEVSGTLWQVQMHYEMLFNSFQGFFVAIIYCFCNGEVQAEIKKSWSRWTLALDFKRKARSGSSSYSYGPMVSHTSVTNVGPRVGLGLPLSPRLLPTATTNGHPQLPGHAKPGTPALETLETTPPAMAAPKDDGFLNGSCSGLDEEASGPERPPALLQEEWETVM
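HEK-293-derived GP2 cells expressing PTHR1 and a GloSensor cAMP reporter, 3,000/well, plated overnight, given luciferin plus IBMX (each 0.5 mM as added) for 1 h at 37 °C, then compound for 1 h at 37 °C. Luminescence was read after 15 min at room temperature.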
Active calls of the source: *; i = inactive; ? = inconclusive; . = not tested or not shown; [ ] = another dose, or the depositor's remark. Unless noted, the call rests on the fitted dose curve; in most records, active means well fitted curve in the direction sought with a large enough effect; inconclusive means small, poorly fitted or top-dose-only effect, or another doubt; inactive means no such curve, though single readings can be large; an effect the other way counts as inactive or inconclusive.

SMILES	D3 ag	GLP-1R agonist	TDP-43 yeast inh	GLP1R cytotox	KB-V1 cytotox	aSyn yeast inh	GLP1R inv ag	D3 antag	PTHR1 ag
Cc1cccc(N(Cc2cc3cc(C)ccc3[nH]c2=O)C(=O)c2cccs2)c1	2.8	-5.4%	2.9%	1.5%	1.0%	-1.4%	-10.5%	1.6	-13.2%
Cc1cccc(Nc2nc(-c3ccc(O)c(O)c3)cs2)n1	-0.8	-8.8%	5.2%	-22.0%	-6.6%	0.2%	76.7%[activator]	-18.3	i
COC(=O)c1sc(SC)c(-c2ccon2)c1C	1.6	11.6%	29.2%	5.1%	6.5%	9.9%	43.7%[activator]	24.1	i
COc1ccc2c(c1)[C@]1(C[C@H](O)CO1)C(=O)N2C	1.7	.	-1.7%	-0.4%	5.8%	0.0%	13.2%	5.9	i
CN(C(=O)c1cccc(NC(=O)c2ccccc2)c1)C1CCCCC1	5.2	19.0%	?	3.7%	-3.4%	0.7%	?	11.4	-5.9%
CCc1ccc(NC(=O)C(=O)c2ccccc2NC(C)=O)cc1	-9.2	-2.3%	1.0%	-7.4%	23.1µM*	-4.1%	-8.1%	-15.5	i
CN1CCN(c2ccc(NC(=S)NC(=O)c3cccc4ccccc34)cc2)CC1	-2.4	8.1%	4.7%	?	-4.4%	0.5%	10.0%	-12.1	-16.2%
O=C(NCc1ccc(Cl)cc1)C1(c2cccs2)CCOCC1	-1.3	.	?	0.5%	5.2%	.	-25.8%	.	i
Cc1ccc(NC(=O)c2c(NC(=O)C(F)(F)F)sc3c2CCCCC3)cc1	6.4	.	20.9%	-19.6%	.	.	?	.	-12.1%
CCC1CCCCN1C(=O)c1ccc2c(c1)C(=O)N(c1ccc(C)cc1)C2=O (stereo not given)	-32.9	1.5%	?	-9.0%	12.6%	5.9%	15.6%	-13.1	-14.2%
CC(C)COC(=O)NC1c2ccccc2Oc2ccccc21	2.9	8.4%	-0.5%	23.2%	-16.7%	6.4%	-25.3%	4.1	-24.5%
COCCNC(=O)c1ccccc1NC(=O)CSc1ccc(C)cc1	10.9	7.6%	1.6%	-1.3%	-21.7%	1.5%	16.6%	0.9	4.6%
COc1ccc(Cc2c(-c3ccccc3)nc3ccc(Cl)cn23)c(C)c1	4.3	8.0%	0.0%	-14.8%	10.7%	4.6%	-8.8%	4.1	i
COc1ccccc1-c1sc2ccccc2c1-c1ccc2c(c1)OCO2	-20.1	2.7%	11.2%	2.3%	25.1%	3.8%	10µM*	?	-27.2%
O=S(=O)(c1ccccc1)N1CCC(=NO)CC1	4.2	1.2%	1.8%[9.22 µM]	2.6%[7.66 µM]	-13.0%	-0.7%	3.6%[7.66 µM]	11.9	i
COc1ccc(-c2nsc(NC(=O)c3cccc(OC)c3)n2)cc1	10.7	.	8.2%	-2.4%	.	.	-22.5%	.	-26.5%
O=C(Cn1c(=O)n(Cc2nc(-c3ccccc3)no2)c(=O)c2ccccc21)Nc1cccc(Cl)c1	-9.9	.	17.8%	1.1%	-15.4%	.	9.4%	.	-14.4%
O=S(=O)(c1cnc(Cl)c(Cl)c1)N1CCCc2ccccc21	-16.3	-1.5%	?	?	-11.9%	20.6%	-34.6%	-22.0	i
COc1ccc(-c2cc(C(=O)NCCN3CCOCC3)c3ccccc3n2)cc1OC	1.0	-4.3%	6.9%	-0.9%	-1.9%	1.9%	6.8%	6.5	i
COc1cc(OC)c(NC(=O)c2ccc3c(Cl)c4c(nc3c2)CCCC4)cc1Cl	7.0	0.8%	0.0%	0.9%	?	.	11.5%	.	-46.2%[inhibitor]
CCOC(=O)CNC(=O)CSc1nnc(-c2cccc(OC)c2)n1CC	10.5	-5.4%	2.4%	-5.1%	-9.6%	-6.0%	?	0.0	-3.3%
Cn1cnnc1SCc1ccc(F)c2ccccc12	-0.5	1.8%	-3.3%	-8.4%	-1.1%	0.3%	0.0%	-6.7	i
CCOCCCNC(=O)Nc1cc(C(=O)NCc2ccc(C(C)C)cc2)ccc1N1CCCC1	-7.6	.	3.1%	-12.9%	-21.6%	.	?	.	-39.0%[inhibitor]
COc1ccc(C(C)NC(=O)C2CCN(CCCc3ccccc3)CC2)cc1OC (stereo not given)	-3.3	-2.5%	-6.1%	-3.8%	9.7%	?	-22.6%	-19.3	-21.1%
Cn1c(=O)cc(SCC(=O)NCc2cccnc2)c2ccccc21	-1.2	-9.6%	-7.1%	-2.5%	2.4%	-13.6%	-4.0%	5.4	i
(listing goes on)
SMILES	D3 ag	GLP-1R agonist	TDP-43 yeast inh	GLP1R cytotox	KB-V1 cytotox	aSyn yeast inh	GLP1R inv ag	D3 antag	PTHR1 ag
COC(=O)[C@@]12C[C@@H](CC(=O)NCC34CC5CC(CC(C5)C3)C4)C(=O)N(Cc3ccco3)C1=CCC(C)(C)C2	-0.3	.	1.1%	-8.3%	14.6µM*	15.5%	10µM*	1.7	i
Cc1ccsc1C(C(=O)NC1CCCCC1)N(C(=O)Cc1cccs1)C1CC1 (stereo not given)	-24.3	5.5%	-26.3%	8.3%	?	0.8%	?	-26.7	?
FC(F)(F)c1ccc2c(c1)[nH]c(=S)n2C1CC1	-19.2	10.6%	5.2%	-1.4%	?	-1.2%	?	-21.6	-7.7%
O=C(c1cccc(Cl)c1)N1CCC(c2nc3c(nnn3Cc3ccc(F)cc3F)c(=O)[nH]2)CC1	-3.6	.	6.3%	-20.8%	2.9%	.	4.2%	.	-87.0%[inhibitor]
CCC/C(=C1/c2ccccc2C(=O)N1c1ccccc1)c1ccc2c(c1)OCCO2	-1.2	8.1%	20.8%	-9.5%	?	4.1%	?	-2.3	i
Cc1nc2c(sc3nc(N4CCOCC4)c4c(c32)CC(C)(C)OC4)c(-c2ccccc2)c1C(=O)O	9.1	0.9%	16.1%	57.5%[activator]	-4.9%	4.7%	?	26.9	-1.2%
CCOc1ccc2nc(/N=C/c3nc(-c4ccccc4)oc3O)sc2c1	-2.2	11.0%	0.0%	-0.7%	-9.1%	-0.2%	13.8%	-4.5	i
Cc1ccccc1NC(=O)c1cc(-c2ccco2)nc2ccccc12	28.6	19.2%	14.5%	?	-28.6%	-6.5%	-15.4%	6.2	i
CN(Cc1nc2ccccc2n1C)c1ccccc1	-3.7	6.0%	-7.7%	-2.8%	-12.3%	-5.5%	?	-15.0	-53.5%[inhibitor]
CC(C)CN(C(=O)COC(=O)CCc1c[nH]c2ccccc12)c1c(N)n(Cc2ccccc2)c(=O)[nH]c1=O	16.0	8.6%	-24.6%	-15.6%	14.2%	-1.3%	-13.9%	1.1	i
CC12CCC(=O)C=C1CCC1C2CCC2(C)C(c3csc(N)n3)CCC12 (stereo not given)	2.7	-0.8%	14.1%	?	20.6µM*	17.8µM*	?	15.9	-91.8%[inhibitor]
COc1ccc(/C=N/NC(=O)CN(C2=NS(=O)(=O)c3ccccc32)c2ccccc2)cc1	-0.9	-3.9%	25.8%	-8.8%	-12.8%	3.4%	-1.5%	-5.2	-3.5%
O=C(CCCCCn1c(=O)[nH]c2ccsc2c1=O)NCc1ccc2c(c1)OCO2	3.3	4.9%	12.4%	-1.7%	6.6%	0.9%	-2.0%	-20.4	-3.9%[57.5 µM]
Cc1ccc(CN(C(=O)COc2ccc(Br)cc2)c2ccccn2)o1	0.2	.	?	6.4%	?	.	?	.	i
CCc1cccc(C)c1NC(=O)CCOc1ccccc1	0.3	3.0%	?	-2.4%	-3.8%	1.5%	2.8%	13.7	i
Cc1ccccc1N=C(c1ccccc1)C1C(=O)c2ccccc2C1=O	3.9	10.7%	35.1%	-8.2%	20.6µM*	26.2%	?	15.4	i
COc1cc(S(=O)(=O)N2CCN=C2c2ccccc2)ccc1F	11.7	-1.9%	-17.7%	-9.4%	?	-1.0%	0.0%	-11.3	-14.5%[57.5 µM]
CCCC(=O)Nc1cccc2c1CCCC2	-2.9	1.4%	0.0%	9.2%	-14.7%	0.8%	0.0%	49.6	-21.9%
CCCCC(C(=O)NC1CCCC1)N(Cc1ccco1)C(=O)Cn1nnc(-c2ccc(F)cc2)n1 (stereo not given)	5.9	-0.6%	-15.7%	-18.4%	0.0%	-1.7%	?	-20.3	-2.7%[57.5 µM]
CCc1nc(SCC(=O)Nc2nnc(CC)s2)c2c(=O)n(C)c(=O)n(C)c2n1	6.9	-0.3%	0.5%	-9.5%	-7.3%	4.0%	-2.3%	33.5	-39.5%[inhibitor]
O=C(CN1CCN(c2ccc([N+](=O)[O-])cc2Cl)CC1)N1CCOCC1	-6.4	15.4%	-1.2%[1.82 µM]	-2.4%	-9.9%	-5.2%	12.9%	20.6	-9.0%

Assay outcomes as filed in PubChem.

These rows are one share of the data; the hit share may differ from the screen's.
